# All columns: NCI-60 one-dose screen, growth in % after 48 h at 10 µM unless noted; 100 = growth as untreated, 0 = no growth, -100 = all killed.
# KM12 – KM12 colon cancer cells; actives 5% (n = 82,000); AID 1794800
# A498 – A498 renal cancer cells. actives 5.4% (n = 76,000)
# HCT-15 – HCT-15 colon cancer; actives 5.2% (n = 82,000); AID 1794746
# SW-620 – SW-620 colon cancer; actives 5.2% (n = 82,000)
# SNB-75 – SNB-75 CNS cancer. AID 1794750. actives 5% (n = 79,000)
# HT29 – HT29 colon cancer; actives 7.4% (n = 81,000)
# COLO 205 – COLO 205 colon cancer; actives 7.3% (n = 79,000); AID 1794742
# HCT-116 – HCT-116 colon cancer; actives 7.3% (n = 82,000); AID 1794798
# HCC-2998 – HCC-2998 colon cancer; actives 4.7% (n = 79,000); AID 1794799
# * marks the source's active call; other numbers are inactive results; . = no result given; & = joins results of further samples; [ ] = remark or other dose. How the source made its calls: active means growth percent below 10; inactive means the rest.
SMILES,KM12,A498,HCT-15,SW-620,SNB-75,HT29,COLO 205,HCT-116,HCC-2998
CCN(CC)CCOC(=O)c1cc(OC)c(OC)c(OC)c1,104,87,102,109,89,99,106,100,101
Nc1ccc(C2=NN(C(=O)c3cc(-c4ccc(Cl)cc4)nc4ccccc34)C(c3cc(-c4ccccc4)nn3-c3ccccc3)C2)cc1 (configuration not stated),97,118,110,106,76,89,107,103,97
COc1ccc(-c2cc(-c3ccc(Cl)cc3)c(C#N)c(=O)n2Cc2ccc(C(=O)Nc3ccccc3N)cc2)cc1,57,84,68,79,56,107,96,69,107
C=C(C)[C@@H]1CC[C@]2(C(=O)OC)CC[C@]3(C)[C@H](CC[C@@H]4[C@@]5(C)Cc6cc(Cc7ccccc7)oc6C(C)(C)[C@@H]5CC[C@]43C)[C@@H]12,103,91,100,103,80,97,110,101,90
O=C1[O][Bi][O]c2ccccc21,.,125,110,100,92,109,106,97,101
Nc1nc2ncc(=O)[nH]c2c(=O)[nH]1,100,99,94,102,101,99,109,99,96
O=C(NC1CCc2c1ccc(Cl)c2Cl)c1cc2c([nH]c1=O)CCCC2 (configuration not stated),101[50 µM],97[50 µM],95[50 µM],96[50 µM],80[50 µM],108[50 µM],113[50 µM],99[50 µM],101[50 µM]
Cc1ccccc1-c1nc(C(Cl)Cl)nc2cc(-c3ccccc3)nn12,37,85,36,54,8.7*,14,42,55,69
C=CC(=O)OCC(C)(C)C,112,111,99,115,92,102,117,109,102
O=C(CN1C(=O)c2ccccc2C1=O)c1ccccc1,109,133,99,111,108,115,136,115,115
CCCCN(CCCC)C(=O)C(C)OC(C)=O (configuration not stated),104,94,99,99,90,115,108,100,104
Cc1ccc2nc(Cl)c(Cn3nnc(SCc4ccccc4)n3)cc2c1,103,85,100,98,93,100,111,101,115
COc1cccc(-c2nn(-c3ccccc3)cc2-c2ccnc(NCCN)c2)c1,102,64,72,90,70,91,92,72,89
COc1ccc(NC(=O)c2sc3ncc(Cl)cc3c2N)cc1,87,95,89,96,86,91,105,95,91
COc1cc2c(cc1OC)[N+]([O-])=C(c1ccccc1)C2=O,100,88,102,97,99,101,112,91,108
Cc1[nH]cnc1/C=C1\SC(N2CCCCC2)=NC1=O,114,83,107,107,111,108,114,106,101
CC(=O)N1N=C(c2ccc3ccccc3c2O)OC1c1ccc(Cl)cc1 (configuration not stated),100,110,94,109,.,100,105,94,97
CCOC(=O)Oc1ccc(-c2noc(=O)[nH]2)cc1,103,72,95,99,84,102,111,94,95
O=[N+]([O-])c1cccc(/C=N/n2c(N=Nc3c(O)[nH]c4ccccc34)n[nH]c2=S)c1,99,.,101,103,98,82,95,101,99
O=C(Nc1ccc([N+](=O)[O-])cc1)c1ccc(Cl)c(Cl)c1,58,64,58,84,93,73,101,46,108
O=C(NNC(=S)NC1CCCCC1)c1ccc(OCc2nc3ccc(Cl)cc3[nH]2)cc1,35,113,48,74,90,53,92,35,63
Cc1[nH]c(-c2nc3ccccc3[nH]2)c(C)c1C(=O)N1CCOCC1,105,.,96,96,88,98,.,101,98
CCCN(CCC)c1ccc(/C=C/c2ccnc3ccccc23)cc1,84,81,79,92,96,75,93,72,99
COc1ccc2c(c1)/C(=C\c1sc(Nc3ccc(O)cc3)nc1O)C(C(=O)O)=N2,102,92,100,101,99,102,109,97,100
COC(=O)c1c(NC(=O)c2cc(C)oc2C)sc(C)c1C,94,98,96,95,71,97,107,89,98
CCCc1ccc(-c2ccc(=O)n(-c3ccc(S(N)(=O)=O)cc3)n2)cc1,101,90,96,101,102,105,103,98,107
COc1cccc(-c2cn3nc(-c4cn(C)c5ccccc45)sc3n2)c1,73,87,74,90,83,91,108,92,93
Cc1cc(O)c(C(C)C)cc1N=Cc1ccc(C(C)C)cc1,116,89,103,98,104,105,103,102,98
CC(=O)Nc1nc(-c2ccc(NS(=O)(=O)c3cccc4c(N(C)C)cccc34)cc2)cs1,81,76,83,93,86,81,91,76,92
NS(=O)(=O)c1ccc(N2N=C(c3ccc(NC(=O)Nc4ccccc4)cc3)CC2c2ccc(Br)cc2)cc1 (configuration not stated),-16*,-79*,-89*,-3.5*,-43*,-57*,-53*,-68*,-100*

# Whole records, quoted from the list. Order of screens: KM12 | A498 | HCT-15 | SW-620 | SNB-75 | HT29 | COLO 205 | HCT-116 | HCC-2998
# `Cc1cc(O)c(C(C)C)cc1N=Cc1ccc(C(C)C)cc1` in the list: 116 | 89 | 103 | 98 | 104 | 105 | 103 | 102 | 98
# `CCCN(CCC)c1ccc(/C=C/c2ccnc3ccccc23)cc1` in the list: 84 | 81 | 79 | 92 | 96 | 75 | 93 | 72 | 99

# Later entries:
SMILES,KM12,A498,HCT-15,SW-620,SNB-75,HT29,COLO 205,HCT-116,HCC-2998
COc1ccc(C(OC(C)=O)OC(C)=O)cc1OC(C)=O,109,83,106,109,108,109,113,109,104
C/C(=C(/C)C1CC1CCNS(=O)(=O)c1ccc(C)cc1)C1CCCC1 (configuration not stated),91,85,101,101,100,108,112,95,114
O=C(NCCN1CCCCC1)c1ccc(-c2nc3ccc4[nH]ncc4c3c3c2CCCC3)cc1,89,58,99,96,106,100,122,81,114
CCCCCCCCCCCCCCCC#N,102,78,104,107,92,96,115,109,107
C=CCNC(=O)c1ccc(OC)cc1,122,133,108,126,117,129,109,105,93
C/C(=N\NC(=O)Cn1c(-c2ccc(S(C)(=O)=O)cc2)nc2ccccc21)c1ccccc1,101,97,97,96,83,96,109,90,106
Cc1cccc(N2C(=O)c3ccccc3C2=O)c1,118,103,103,112,95,102,121,99,103
CCOC(=O)C1=C(C)NC(C)=C(C(=O)OC)C1c1cccc(Cl)c1Cl (configuration not stated),67,65,74,94,69,78,92,79,97
c1cc(-c2nc(N3CCOCC3)c3c4c(sc3n2)CCCC4)ccn1,95,82,81,111,66,80,93,90,111
O=C(/C=C/c1ccc(Cl)cc1)c1cccc(OCCCOc2cccc(C(=O)/C=C/c3ccc(Cl)cc3)c2)c1,103,95,90,99,92,99,113,26,104
CCSc1nc(-c2cc(OC)ccc2OC)cc(-c2ccc(OC)cc2)c1C#N,69,102,78,101,63,74,90,81,93
Fc1ccc2nc(Cl)c(Cn3nnc(Cc4ccccc4)n3)cc2c1,83,.,97,91,76,102,101,84,114
Nc1ccc(S(=O)(=O)c2ccc(NCNC(CSSCC(NCNc3ccc(S(=O)(=O)c4ccc(N)cc4)cc3)C(=O)O)C(=O)O)cc2)cc1 (configuration not stated),98,102,101,99,82,111,112,103,112
CN(C)C(=O)OC/C=C/c1ccccc1,95,.,110,.,79,97,113,99,.
COc1cccc(/C=C/C(=O)Nc2cc(OC)c3c(c2)OCO3)c1,89,69,101,107,.,92,109,100,97
CSc1nc(C)c([N+](=O)[O-])c(N)n1,99,101,107,104,99,85,110,91,114
O=C(O)COCCOCC(=O)O,105,92,106,103,98,105,104,102,100
c1cc(CCc2ccncc2)ccn1,116,105,104,107,97,103,110,99,105
CC(C)(C)n1nnnc1C(Nc1ccccc1)c1cc2cccc3ccc4cccc1c4c32 (configuration not stated),86,.,68,85,110,78,107,63,96
CCSc1nc2ncnc(N(C)Cc3ccccc3)c2c(=O)[nH]1,105,66,103,104,97,102,108,96,94
NNc1nncn2c1cc1ccccc12,103,123,102,107,78,104,134,89,107
CCCCOc1nc2ccc(OC)cc2cc1C(c1cn(CCCC)c2ccc(F)cc12)c1cn(CCCC)c2ccc(F)cc12,112,100,100,97,104,110,109,101,111
Cc1ccc(-c2cc(C(=O)NCc3ccccc3)nn2-c2ccc(S(C)(=O)=O)cc2)cc1,100,111,101,113,83,102,121,96,109
CCCCC/C(C)=N\O,106,95,97,106,100,97,114,107,99
CCC(C)C(C)(O)CC (configuration not stated),100,83,107,101,94,103,103,91,102
COc1cc(C)cc(-c2c(-c3cc(N4CC(O)C4)nc(-c4cccnc4)n3)cnn2C)c1,85,73,77,101,83,88,104,96,93
COc1ccc2[nH]cc(/C=C(\C#N)C(=O)N3c4ccccc4Sc4ccc(SC)cc43)c2c1,51,.,55,85,.,58,87,60,96
O=C(O)C1=CCCc2ccc(F)cc21,110,96,107,104,96,108,115,113,103
CN1CCN(CCCOc2ccc3nc(Nc4ccc(F)c(F)c4)ccc3c2)CC1,12,33,-29*,-32*,24,-36*,-72*,5.8*,-25*
CC1=C(C(=O)/C=C/c2ccc(Cl)cc2)C(c2ccccc2)NC(=S)N1 (configuration not stated),97,106,89,101,83,105,110,94,123
O=C(O)c1ccc(-n2cc(/C=N/Nc3cccc(F)c3)c(-c3ccc(F)c(F)c3)n2)cc1,81,107,92,92,95,100,94,81,97
CN(C)c1ccc(/C=N/NC(=O)Cn2nc(-c3ccccc3)ccc2=O)cc1,103,107,98,120,108,119,130,100,114
COc1ccc(-c2cc(-c3ccccc3)nn(CC(=O)N3CCN(C)CC3)c2=O)cc1,103,63,99,105,89,105,111,94,107
Cc1ccc(S(=O)(=O)OCCCc2cn(-c3ccc(-c4ccccc4)cc3)nn2)cc1,97,90,87,105,90,92,108,98,105
CCOC(=O)c1cc(C(=O)c2cc(OC)cc(OC)c2)n2ccc(/C=C/c3ccn4c(C(=O)c5cc(OC)cc(OC)c5)cc(C(=O)OCC)c4c3)cc12,100,93,102,96,78,97,106,95,112
Cn1cc(/C=C2\SC(=S)N(CCCC(=O)NCCc3ccc(O)cc3)C2=O)c2ccccc21,81,81,78,89,79,108,96,92,100
O=[N+]([O-])c1cccc(-c2csc(Nc3nc(-c4cccnc4)nc(C(Cl)(Cl)Cl)n3)n2)c1,99[3.3 µM],113[3.3 µM],109[3.3 µM],101[3.3 µM],87[3.3 µM],112[3.3 µM],127[3.3 µM],95[3.3 µM],115[3.3 µM]
Nc1cc2c([nH]c[n+]2CC#CCCl)c(SCC#CCCl)n1,-80*,-52*,-43*,-27*,.,-50*,-48*,-99*,-97*
COc1ccc2oc3c(C)c4c(c(C)c3c2c1)C(=O)N(CCCO)C4=O,92,120,.,100,92,85,101,86,116
NC(=O)NNC(=O)Cc1ccccc1,101,98,103,99,90,102,110,99,99
COc1ccc(C(C)=O)cc1[N+](=O)[O-],97&95,91&122,102&107,95&105,88&90,108&95,103&114,105&98,107&92
CC1(C)Oc2cc3oc(=O)ccc3cc2C[C@@H]1OCCNc1cccc(S(N)(=O)=O)c1,107,95,101,101,93,105,108,108,108
C[C@H]1N[C@@]2(C(=O)Nc3ccccc32)[C@@H](c2ccc(F)cc2)[C@@H]1C(=O)c1ccc(O)cc1,100,82,100,104,102,115,115,95,109
CCCCCCCCCCCC1=NC(C)(C)CN1C(C)(C)CO,-10*,90,8.9*,11,49,-29*,-81*,8.1*,-75*

# Among those listed so far, these have a Cl atom:
SMILES,KM12,A498,HCT-15,SW-620,SNB-75,HT29,COLO 205,HCT-116,HCC-2998
Nc1ccc(C2=NN(C(=O)c3cc(-c4ccc(Cl)cc4)nc4ccccc34)C(c3cc(-c4ccccc4)nn3-c3ccccc3)C2)cc1 (configuration not stated),97,118,110,106,76,89,107,103,97
COc1ccc(-c2cc(-c3ccc(Cl)cc3)c(C#N)c(=O)n2Cc2ccc(C(=O)Nc3ccccc3N)cc2)cc1,57,84,68,79,56,107,96,69,107
O=C(NC1CCc2c1ccc(Cl)c2Cl)c1cc2c([nH]c1=O)CCCC2 (configuration not stated),101[50 µM],97[50 µM],95[50 µM],96[50 µM],80[50 µM],108[50 µM],113[50 µM],99[50 µM],101[50 µM]
Cc1ccccc1-c1nc(C(Cl)Cl)nc2cc(-c3ccccc3)nn12,37,85,36,54,8.7*,14,42,55,69
Cc1ccc2nc(Cl)c(Cn3nnc(SCc4ccccc4)n3)cc2c1,103,85,100,98,93,100,111,101,115
COc1ccc(NC(=O)c2sc3ncc(Cl)cc3c2N)cc1,87,95,89,96,86,91,105,95,91
CC(=O)N1N=C(c2ccc3ccccc3c2O)OC1c1ccc(Cl)cc1 (configuration not stated),100,110,94,109,.,100,105,94,97
O=C(Nc1ccc([N+](=O)[O-])cc1)c1ccc(Cl)c(Cl)c1,58,64,58,84,93,73,101,46,108
O=C(NNC(=S)NC1CCCCC1)c1ccc(OCc2nc3ccc(Cl)cc3[nH]2)cc1,35,113,48,74,90,53,92,35,63
CCOC(=O)C1=C(C)NC(C)=C(C(=O)OC)C1c1cccc(Cl)c1Cl (configuration not stated),67,65,74,94,69,78,92,79,97
O=C(/C=C/c1ccc(Cl)cc1)c1cccc(OCCCOc2cccc(C(=O)/C=C/c3ccc(Cl)cc3)c2)c1,103,95,90,99,92,99,113,26,104
Fc1ccc2nc(Cl)c(Cn3nnc(Cc4ccccc4)n3)cc2c1,83,.,97,91,76,102,101,84,114
CC1=C(C(=O)/C=C/c2ccc(Cl)cc2)C(c2ccccc2)NC(=S)N1 (configuration not stated),97,106,89,101,83,105,110,94,123
O=[N+]([O-])c1cccc(-c2csc(Nc3nc(-c4cccnc4)nc(C(Cl)(Cl)Cl)n3)n2)c1,99[3.3 µM],113[3.3 µM],109[3.3 µM],101[3.3 µM],87[3.3 µM],112[3.3 µM],127[3.3 µM],95[3.3 µM],115[3.3 µM]
Nc1cc2c([nH]c[n+]2CC#CCCl)c(SCC#CCCl)n1,-80*,-52*,-43*,-27*,.,-50*,-48*,-99*,-97*
